DYRK1A inh – inhibitors of rat Dyrk1A kinase. actives 0.43% (n = 310,000). inhibition, % at 12.5 µM. AID 504441. ADP-Glo luminescence, NFATc1 peptide. Q63470; in the data active = inhibition above about 50%;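 also: plate controls were vehicle with enzyme for no effect and no enzyme for full effect; many of its hits are not listed in these tables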
KCNQ1 block – human KCNQ1 channel inhibition; P51787; B-score at 10 µM; CHO-K1 KCNQ1, FluxOR thallium flux fluorescence; hits give high values; actives 1.3% (n = 310,000); AID 2642;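 active = compounds whose thallium flux B-score, printed positive for inhibition, exceeds three library SD while starting fluorescence stays within three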;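 also: channel opened by potassium depolarization with thallium stimulus after 20 min compound exposure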
KCNK3 inh – human KCNK3 channel inhibition, primary screen. B-score at 10 µM. CHO-KCNK3 thallium flux, FluxOR fluorescence; hits give low values. actives 0.84% (n = 340,000);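 active = B-score under library mean minus 4 SD, starting fluorescence ratio at most library mean plus 5 SD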;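 also: more negative B-score means stronger inhibition of thallium flux through KCNK3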
Target sequence (O14649 whole entry, looked up): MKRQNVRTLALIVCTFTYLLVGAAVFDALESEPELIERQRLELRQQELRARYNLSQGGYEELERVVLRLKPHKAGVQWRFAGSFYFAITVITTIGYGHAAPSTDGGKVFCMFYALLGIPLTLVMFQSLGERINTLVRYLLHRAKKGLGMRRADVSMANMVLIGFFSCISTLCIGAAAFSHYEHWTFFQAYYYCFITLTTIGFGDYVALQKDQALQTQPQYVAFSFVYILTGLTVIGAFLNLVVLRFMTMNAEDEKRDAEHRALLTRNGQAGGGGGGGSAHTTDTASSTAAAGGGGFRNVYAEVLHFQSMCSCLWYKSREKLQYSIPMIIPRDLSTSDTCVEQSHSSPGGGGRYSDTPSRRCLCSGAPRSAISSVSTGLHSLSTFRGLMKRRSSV
hERG rescue – compounds protecting human hERG from proarrhythmic drug block. actives 0.51% (n = 310,000). CHO-hERG, FluxOR thallium flux, dofetilide IC70 present. activation (rescue from dofetilide block), less the hit threshold, % at 10 µM;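 active = activation above the mean of controls blocked by dofetilide plus 5 SD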;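 also: thallium influx through hERG after potassium depolarization seen as dye fluorescence rise; in these data hits start at about 4.7%; inactives centre near -7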
GSK3 alpha inh – inhibitors of human GSK-3 alpha kinase; P49840; ADP-Glo luminescence, 60 min; inhibition, % at 10 µM; actives 0.1% (n = 320,000);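 in the data active = inhibition above about 50%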;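 also: GST-tagged GSK-3 alpha with peptide substrate and 25 µM ATP; 0% = DMSO neutral wells and 100% = GW8510 positive control wells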
KCNK9 block – blocks the human KCNK9 two-pore domain potassium channel | AID 488922 | HEK293 KCNK9, FluxOR thallium flux fluorescence; hits give low values | actives 1.2% (n = 310,000) | Q9NPC2 | B-score at 10 µM;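 active = ratio B-score over 3 SD below the library mean, with starting fluorescence within 5 SD of its mean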;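 also: negative B-score means less thallium flux so channel inhibition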
Target sequence (Q9NPC2 whole entry, looked up, the tested form may be a part): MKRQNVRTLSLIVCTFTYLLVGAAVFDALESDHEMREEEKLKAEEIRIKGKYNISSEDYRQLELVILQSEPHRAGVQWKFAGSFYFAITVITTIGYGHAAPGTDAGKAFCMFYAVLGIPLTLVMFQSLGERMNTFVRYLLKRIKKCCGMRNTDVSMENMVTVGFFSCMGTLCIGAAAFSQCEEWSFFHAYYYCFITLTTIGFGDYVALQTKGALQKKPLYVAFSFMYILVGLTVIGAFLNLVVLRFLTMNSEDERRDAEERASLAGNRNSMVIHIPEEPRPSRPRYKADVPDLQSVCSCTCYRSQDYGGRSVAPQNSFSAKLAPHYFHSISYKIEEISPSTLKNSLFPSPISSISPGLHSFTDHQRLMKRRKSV
RGS4 inh – human RGS4 inhibition; AID 463165; B-score at 10 µM; P49798; HEK293 M3R/RGS4 inducible, Fluo-4 calcium flux; hits give high values; triggered by carbachol at its EC20; actives 0.45% (n = 310,000);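 active = B-score, a plate-corrected calcium signal, over three deviations above library mean, with baseline fluorescence within five deviations of library mean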;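 also: RGS4 expression induced by doxycycline in cells with stable M3 receptor; B-score is computed from the integrated fluorescence ratio over baseline after carbachol; higher B-score means a larger calcium signal and so more RGS4 inhibition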
Target sequence (P49798 whole entry, looked up): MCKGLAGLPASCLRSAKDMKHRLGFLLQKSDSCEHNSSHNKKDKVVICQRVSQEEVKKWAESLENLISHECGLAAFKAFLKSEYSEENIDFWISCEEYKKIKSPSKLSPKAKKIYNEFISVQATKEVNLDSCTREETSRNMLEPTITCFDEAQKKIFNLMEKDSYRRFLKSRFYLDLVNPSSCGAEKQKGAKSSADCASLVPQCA
GSK3B inh – human GSK3beta kinase inhibition; GST-GSK3beta kinase, ADP-Glo luminescence, 60 min; hits give low values; activity score (negative = inhibition), % at 10 µM; actives 0.038% (n = 300,000);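 active = more than half of replicate wells score below -50%, meaning over 50% inhibition versus plate controls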;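 also: 0% = median DMSO wells and -100% = median GW8510 positive control wells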
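Assay system: GST-tagged human GSK3beta kinase, cell-free; Input: 1.6 ng GSK3beta; Medium: Tris/MgCl2 kinase buffer; Timing: 60 min enzyme reaction, room temperature; Signal: ADP-Glo luminescence quantifying ADP generated by kinase; Evaluation: score relative to plate controls; Benchmarks: DMSO neutral wells and GW8510 at 20 µM as positive.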
PolyA inh – inhibitors of polyadenylation in S. cerevisiae | calls only at 12 µM | S. cerevisiae SKY197-pL101 polyadenylation reporter, beta-gal luminescence; efflux-impaired pdr1/pdr3 knockout yeast; score 100 = 6 SD above DMSO | actives 0.02% (n = 300,000);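 active = lowest replicate activity score at least 50, where 100 means six control SD above control mean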;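 also: yeast exposed to compound for 9 h at 30 °C; higher score means more reporter readthrough which indicates perturbed polyadenylation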
RGS4 act – potentiators or activators of RGS4. HEK293 M3R/inducible RGS4, carbachol calcium flux Fluo4; hits give low values. B-score at 10 µM. AID 463111. actives 0.92% (n = 310,000);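 active = B-score of the integrated calcium signal more than 4 SD below the library mean, with starting fluorescence not abnormally high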;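 also: negative B-score means reduced calcium response which marks RGS4 activation or potentiation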
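test system = M3R-expressing HEK293 line, RGS4 induced by doxycycline | probe or stimulus = carbachol at ECmax as muscarinic agonist stimulus | timing = dye loading 30 min 37 °C, buffer rest 30 min RT | signal = calcium dye Fluo4 fluorescence | evaluation = B score from integrated fluorescence ratio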
KCNQ1 pot – human KCNQ1 channel potentiation or activation; CHO-K1 KCNQ1, thallium flux FluxOR fluorescence; hits give high values; actives 0.35% (n = 310,000); AID 2648; B-score at 10 µM; P51787;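 active = fluorescence ratio B-score, a plate-corrected score, at least three library SD, with initial intensity B-score within 5 SD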
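System: CHO-K1 cells stably expressing KCNQ1 / Medium: assay buffer for compound exposure, DMSO matched across wells / Reagent: thallium- and potassium-containing depolarizing buffer / Compound: one concentration, matched DMSO / Incubation: 20 min compound pretreatment at room temperature / Measured by: kinetic FluxOR fluorescence, 10 s baseline plus 110 s post-stimulus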
Active calls of the source: *; i = inactive; . = not tested or not shown. These rows are one share of the data; rates above refer to the full screens.

Under each structure: DYRK1A inh, KCNQ1 block, KCNK3 inh, hERG rescue, GSK3 alpha inh, KCNK9 block, RGS4 inh, GSK3B inh, PolyA inh, RGS4 act, KCNQ1 pot
- CC1(C(=O)O)C=CCN1C(=O)c1ccccc1 (stereo not drawn)
 : 14, i, i, -2, -2, i, i, -1, i, i, i
- CCOc1ccc(CCNC(=O)C2=C(C)C(=O)OC23CCC(C)CC3)cc1OCC (stereo not drawn)
 : -3, i, i, -18, -2, i, i, 5, i, i, i
- CCOCCCNC(=O)Cn1nc(-c2ccccc2)ccc1=O
 : -3, i, i, -6, -3, i, i, 2, i, i, i
- O=C(Nc1nncs1)C1CCCC1
 : 1, i, i, -5, -3, i, i, -3, i, i, i
- CC(=O)c1cc(C#N)c(SCc2ccccc2)nc1C
 : -3, i, i, -2, -3, i, i, 1, i, i, i
- N#Cc1nc(Cc2ccccc2)oc1N1CCCC1
 : 2, i, i, -6, -3, i, i, 2, i, i, i
- COc1cccc(CNC(=O)c2cc(COc3c(F)cccc3F)on2)c1
 : 15, i, i, -20, ., i, i, 0, i, i, i
- COc1ccc(CNS(=O)(=O)c2ccc(-n3cnnn3)c(OC)c2)cc1
 : -4, i, i, -3, 1, i, i, -5, i, i, i
- O=C(CN1CCN(S(=O)(=O)N2CCCCCC2)CC1)Nc1cc(Cl)ccc1Cl
 : -7, i, i, -10, -1, i, i, 1, i, i, i
- CS(=O)(=O)NN1C(=O)c2ccccc2NC1c1ccccc1O (stereo not drawn)
 : 1, i, i, -3, 1, i, i, 2, i, i, i
- COc1cccc(CN2CCN(C(=O)c3cccc4ccccc34)CC2)c1OC
 : -1, i, i, -9, -3, i, i, -18, i, i, i
- CCOc1ccc(C(=O)NCc2ccco2)cc1
 : -5, i, i, -3, 1, i, i, 1, i, i, i
- O=C(COc1ccc(-n2ccnc2)cc1)Nc1cccc(Cl)c1
 : ., i, i, -11, 0, i, i, -4, i, i, i
- CCOC(=O)C1=C(N)n2c(s/c(=C\c3ccco3)c2=O)=C(C(=O)OC(C)C)C1c1ccco1 (stereo not drawn)
 : 19, i, i, -6, 1, i, i, 0, i, i, i
- CCN1CCN(CC(=O)NC2CCCCC2)C(=O)C1=O
 : 0, i, i, -8, -1, i, i, 2, i, i, i
- Cc1ccc(C(=O)Nc2ccccc2C(=O)N2CCCCC2C)cc1 (stereo not drawn)
 : -5, i, i, -13, 1, i, i, -2, i, i, i
- NS(=O)(=O)c1ccc(Sc2ccc3ccccc3c2)nc1
 : -1, i, i, -13, -3, i, i, -1, i, i, i
- CN(CC(=O)Nc1ccccc1Br)C(=O)CNC(=O)c1ccc2c(c1)OCO2
 : 11, i, i, -14, -2, i, i, 0, i, i, i
- Cc1ccc(NC(=O)c2cccc(S(=O)(=O)N(C)c3ccccc3)c2)cc1S(=O)(=O)N1CCOCC1
 : -2, i, i, -7, 0, i, i, 0, i, i, i
- O=C(Nc1cccc(C(F)(F)F)c1)C1C2CC3OC(=O)C1C3C2 (stereo not drawn)
 : 2, i, i, -11, 0, i, i, -3, i, i, i
- CCn1cc(SCC(=O)N2CCOCC2)c2ccccc21
 : 6, i, i, -3, 0, i, i, -2, i, i, i
- Cc1cc(NC(=O)C2CCCN(S(=O)(=O)c3c(C)noc3C)C2)n[nH]1 (stereo not drawn)
 : 0, i, i, -6, 12, i, i, -5, i, i, i
- Clc1ccc2c(c1)[C@H]1OCC[C@H]1[C@@H](c1ccco1)N2
 : 25, i, i, -8, ., i, i, -3, i, i, i
- COc1cc(-c2cc(C(=O)O)c3cc4c(cc3n2)OCCO4)cc(OC)c1OC
 : -7, i, i, 0, -2, i, i, -2, i, i, i
- CC(Oc1ccccc1)C(=O)Nc1nnc(S(=O)(=O)N(C)c2ccccc2)s1 (stereo not drawn)
 : -5, i, i, -6, -7, i, i, 5, i, i, i
- COc1ccc(-c2csc(N(CCCN(C)C)C(=O)c3ccccc3C)n2)cc1
 : -1, i, i, -6, 2, i, i, 1, i, i, i
- COc1ccccc1C(=O)NCc1ccco1
 : 4, i, i, -10, 5, i, i, 0, i, i, i
- COc1ccccc1NC(=O)c1cc(Br)ccc1Cl
 : 3, i, i, -11, -2, i, i, -4, i, i, i
- CCC(=O)NNC(=O)Cc1c(C)n(C(=O)c2ccc(Cl)cc2)c2ccc(OC)cc12
 : -2, i, i, -4, 0, i, i, -2, i, i, i
- CCCCN(CCCC)Cc1ccc(C(=O)NNC(=O)Nc2ccc(F)cc2)o1
 : -5, i, i, -10, -2, i, i, 1, i, i, i
- CCCCOC(=O)C1=C(C)Nc2ncnn2C1c1ccc(OC)c(OC)c1 (stereo not drawn)
 : -3, i, i, -16, 0, i, i, -2, i, i, i
- O=C(CSc1ncnc2nc[nH]c12)N1CCOCC1
 : -7, i, i, -4, -1, i, i, -1, i, i, i
- C/C(=C\C(=O)c1ccc(Br)cc1)NNC(=O)c1ccc(O)cc1
 : 3, i, i, -12, 0, i, i, 1, i, i, i
- Cc1ccc(C(=O)N2CCC(C(=O)c3c(C)cc(C)cc3C)CC2)cc1
 : -5, i, i, -8, -3, i, i, 2, i, i, i
- Oc1ccc2c(c1)oc1cc(O)ccc12
 : 90*, i, i, -1, 53*, i, i, 3, i, i, i
- Clc1ccc(SCCCCn2cncn2)cc1
 : -3, i, i, -6, 4, i, i, 1, i, i, i
- O=C(CC1Sc2ccccc2NC1=O)NCc1ccccc1 (stereo not drawn)
 : -3, i, i, -10, -4, i, i, -3, i, i, i
- COc1ccc(NC(=O)c2ccccc2N2C(=O)C3C4C=CC(C5CC45)C3C2=O)c(OC)c1 (stereo not drawn)
 : 7, i, i, -8, 0, i, i, 1, i, i, i
- COc1ccc(NC(=O)CN2CCN(c3nc(-c4ccc(F)cc4)cs3)CC2)c(OC)c1
 : -9, i, i, -3, 0, i, i, 0, i, i, i
- CCC(C)c1ccc(S(=O)(=O)Nc2cccnc2)cc1 (stereo not drawn)
 : -7, i, i, -8, -1, i, i, 3, i, i, i
- O=C(O)c1ccc(/C=C/C(=O)c2ccc3c(c2)OCCCO3)cc1
 : 17, i, i, -9, 0, i, 14*, 3, i, i, i
- COc1ccccc1NC(=O)CSc1nnc(C)o1
 : -10, i, i, -2, 1, i, i, 2, i, i, i
- CC(=O)N(Cc1cc2cc(C)c(C)cc2n2nnnc12)CC1COCCO1 (stereo not drawn)
 : 6, i, i, -12, -1, i, i, ., i, i, i
- FC(F)(F)c1cccc(N2CCN(CC3CC4C=CC3C4)CC2)c1 (stereo not drawn)
 : -2, i, i, -10, 0, i, i, 2, i, i, i
- COC(=O)Cn1ccc(-c2ccc(Cl)cc2)c(C#N)c1=O
 : -4, i, i, -16, 1, i, i, 2, i, i, i
- CC(C)NC(=O)COc1coc(CN2CCN(c3cccc(Cl)c3)CC2)cc1=O
 : ., i, i, -3, -2, i, i, -1, i, i, i
- O=C(CSc1nnc(-c2ccccc2F)n1C1CC1)Nc1ccc2[nH]c(=O)[nH]c2c1
 : 4, i, i, -4, -2, i, i, 1, i, i, i
- O=C1CCC(/C=C/c2ccccc2)=NN1Cc1ccccc1
 : 1, i, i, -8, -2, i, i, 0, i, i, i
- Cc1cc(NC(=O)C2CC2)ccc1NC(=O)c1cccs1
 : 0, i, i, -9, -2, i, i, 2, i, i, i
- CCCCN1C[C@H](Cc2ccccc2)[C@@H](CC(=O)Nc2ccccc2)C1=O
 : 3, i, i, -7, 0, i, i, 0, i, i, i

Complete entries, looked up by structure. Screens in order: DYRK1A inh | KCNQ1 block | KCNK3 inh | hERG rescue | GSK3 alpha inh | KCNK9 block | RGS4 inh | GSK3B inh | PolyA inh | RGS4 act | KCNQ1 pot
CCn1cc(SCC(=O)N2CCOCC2)c2ccccc21 across the screens: 6 | i | i | -3 | 0 | i | i | -2 | i | i | i
COc1ccccc1C(=O)NCc1ccco1 across the screens: 4 | i | i | -10 | 5 | i | i | 0 | i | i | i
CCCCN(CCCC)Cc1ccc(C(=O)NNC(=O)Nc2ccc(F)cc2)o1 across the screens: -5 | i | i | -10 | -2 | i | i | 1 | i | i | i
Oc1ccc2c(c1)oc1cc(O)ccc12 across the screens: 90* | i | i | -1 | 53* | i | i | 3 | i | i | i
CCC(C)c1ccc(S(=O)(=O)Nc2cccnc2)cc1 (stereo not drawn) across the screens: -7 | i | i | -8 | -1 | i | i | 3 | i | i | i

Going on with the list.
Under each structure: DYRK1A inh, KCNQ1 block, KCNK3 inh, hERG rescue, GSK3 alpha inh, KCNK9 block, RGS4 inh, GSK3B inh, PolyA inh, RGS4 act, KCNQ1 pot
- Cc1cc(C)c(C(=O)OCCNC(=O)c2cccnc2)cc1C
 : -2, i, i, -16, 3, i, i, 1, i, i, i
- COc1ccc(N(C)S(=O)(=O)c2cccc(C(=O)NC3CCCC3)c2)cc1
 : 1, i, i, -3, -13, i, i, 0, i, i, i
- CN(C)c1ccc(NC(=O)CSCc2nc3c(nnn3Cc3ccc(F)cc3)c(=O)[nH]2)cc1
 : 0, i, i, -11, ., i, i, -2, i, i, i
- N=c1c(C(=O)NCCc2ccccc2)cc2c(=O)n3ccccc3nc2n1CC1CCCO1 (stereo not drawn)
 : 1, i, i, -9, -2, i, i, -1, i, i, i
- NC(=O)C1CC(=O)N(c2ccc(OCC(=O)Nc3cccc(C(F)(F)F)c3)cc2)C1 (stereo not drawn)
 : 24, i, i, -7, 0, i, i, -2, i, i, i
- COc1ccccc1CNC(=O)c1nccnc1CO
 : -1, i, i, -2, -1, i, i, -1, i, i, i
- Cc1ccc(NC(=O)c2ccco2)c(NC(=O)c2ccc(Cl)cc2)c1
 : -2, i, i, -6, -3, i, i, 0, i, i, i
- Cc1cc(C(=O)OCC(=O)N2CC(=O)Nc3ccccc32)no1
 : 2, i, i, -8, -1, i, i, 1, i, i, i
- CCOC(=O)/C(=N\Nc1ccccc1Cl)N1CCN(C)CC1
 : 5, i, i, -6, 6, i, i, -2, i, i, i
- COc1ccc(NC(=O)CCc2nc(-c3ccc(C)cc3)no2)c(OC)c1
 : 1, i, i, -5, -2, i, i, -1, i, i, i

From PubChem
